Screening data deposited in PubChem by National Center for Advancing Translational Sciences (NCATS).
Giardia FBPA inh: Giardia lamblia aldolase inhibition | purified Giardia FBPA | Potency, µM (series often up to 59.6 µM), for inactives: at the top dose activity, negative = inhibition, most hits filed as inhibitors | 290,000 compounds, 0.71% hits | AID 2451; note: potency is the fitted concentration of half-maximal effect; nearly all actives have a fitted effect of over 55% in size
Target sequence (A8B2U2 whole entry, looked up): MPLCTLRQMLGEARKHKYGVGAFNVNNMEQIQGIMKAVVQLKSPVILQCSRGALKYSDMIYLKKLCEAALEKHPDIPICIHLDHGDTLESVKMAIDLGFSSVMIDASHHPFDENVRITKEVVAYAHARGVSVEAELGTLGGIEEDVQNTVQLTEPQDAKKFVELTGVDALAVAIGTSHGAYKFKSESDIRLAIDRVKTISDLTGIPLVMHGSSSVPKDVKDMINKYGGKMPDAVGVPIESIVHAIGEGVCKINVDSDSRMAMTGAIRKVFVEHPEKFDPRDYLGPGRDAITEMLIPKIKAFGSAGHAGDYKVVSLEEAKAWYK
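40 nM FBPA preincubated 10 min at RT with compound (up to 57.5 uM final), then substrate plus GAPDH/TPI/NAD/arsenate coupling and diaphorase/resazurin added. Fluorescence read after 20 min at RT, 525/598 nm.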
AmpC inh detg: AmpC beta-lactamase inhibition with detergent present. 370,000 compounds, 0.041% hits. AmpC hydrolysis of nitrocefin, absorbance 480 nm, 0.01% Triton. P00811. Potency, µM (series often up to 114 µM), inactives show at the top dose activity change, negative = inhibition, actives largely listed as inhibitors;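 note: potency is the fitted concentration of half-maximal effect; 0% = no-compound wells and -100% = no-enzyme wells; nearly all actives have a fitted effect of over 25% in size; some results filed as inactive show a strong effect at the top dose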
Target sequence (P00811 whole entry, looked up): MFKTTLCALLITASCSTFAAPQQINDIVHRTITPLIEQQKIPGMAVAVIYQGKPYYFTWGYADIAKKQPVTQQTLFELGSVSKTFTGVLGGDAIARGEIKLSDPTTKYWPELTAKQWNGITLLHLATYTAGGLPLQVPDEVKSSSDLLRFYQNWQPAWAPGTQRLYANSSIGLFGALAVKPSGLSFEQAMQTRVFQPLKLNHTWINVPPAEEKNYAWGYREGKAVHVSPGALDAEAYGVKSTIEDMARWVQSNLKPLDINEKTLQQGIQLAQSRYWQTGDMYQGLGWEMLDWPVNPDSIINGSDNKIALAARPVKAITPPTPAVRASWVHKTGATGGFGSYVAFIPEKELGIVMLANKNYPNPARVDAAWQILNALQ
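AmpC (5.3 nM in the dispensed reagent) in 20 mM phosphate pH 7.0 with 0.01% (detergent screen) or 0.0001% Triton X-100 was preincubated with compounds for 15 min at room temperature. Nitrocefin was then added from an 800 uM solution, and hydrolysis was followed at 480 nm.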
HCV inh: blocks hepatitis C virus | Huh7.5.1 HCVcc-Cre infection, luciferase reporter, 44 h | Potency, µM (highest dose often 41.8 µM), inactives show at the top dose activity change, negative = inhibition, actives largely listed as inhibitors | 340,000 compounds, 3.4% hits; note: potency is the fitted concentration of half-maximal effect
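1,000 cells/well; 4 h culture; + compound; + HCVcc-Cre (~0.5 moi); 44 h; luciferase substrate, RT 15 min; read 15 sec.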
AMA1 RON2 block: inhibitors of Plasmodium falciparum AMA1-RON2 interaction | AlphaScreen AMA1-biotinylated RON2 peptide binding | Potency, µM (highest dose often 58.2 µM), for the others: at the top dose activity change, negative = inhibition, usual class: inhibitors | 360,000 compounds, 0.2% hits | AID 720542;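 note: potency is the fitted concentration of half-maximal effect; 0% = vehicle wells and -100% = peptide control; nearly all actives have a fitted effect of over 45% in size; some results filed as inactive show a strong effect at the top dose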
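AMA1 (3D7) with his tag at 25 nM final met compounds first, then biotinylated RON2 peptide at 25 nM; detection used donor plus acceptor beads, 10 µg/mL apiece, read by AlphaScreen after 30 min at room temperature.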
HCMV inh: human cytomegalovirus inhibition | HFF cells, HCMV-luciferase reporter, 72 h; hits give low values | activity change, negative = inhibition, % at 57.5 µM | 410,000 compounds, 4.5% hits; in the data active = activity change below about -60%; inconclusive = no clear call, values can overlap the other calls; inactive = above about -39%
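Human foreskin fibroblasts infected with luciferase-reporter HCMV at MOI 1 PFU/cell, compounds at two doses. Luciferase measured 72 h post infection; normalized to buffer-only basal and Salinomycin (10uM) controls.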
Sm TGR block: S. mansoni TGR enzyme inhibition. Q962Y6. purified TGR, DTNB reduction, TNB absorbance 405 nm. Potency, µM (doses to about 114 µM), for inactives: at the highest dose activity change, negative = inhibition, most hits filed as inhibitors. 360,000 compounds, 3% hits; note: potency is the fitted concentration of half-maximal effect; nearly all actives have a fitted effect of over 60% in size
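Kinetic colorimetric format: TGR-catalysed, NADPH-driven DTNB reduction monitored via TNB absorbance. Enzyme dispensed at 20 nM; compound exposure 15 min at room temperature before reaction start.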
* hit, by the source's call; u = inconclusive; x = not tested or not shown; & = joins results of further samples; [ ] = another dose, or the depositor's remark. Unless noted, calls come from the whole dose curve; as a rule, active = well fitted curve in the direction sought with a large enough effect; inconclusive = small, poorly fitted or top-dose-only effect, or another doubt; inactive = no such curve, though single readings can be large; an effect the other way counts as inactive or inconclusive. Unless noted, % is set by controls: 0 for no effect and ±100 for the full control effect. An unsorted share of the library; about 9.3% have a hit in one of these screens.

Compound | AmpC inh detg | AMA1 RON2 block | HCV inh | Giardia FBPA inh | Sm TGR block | HCMV inh
CCN(CC)CCCNC(=S)N(CCO)Cc1cc2cc3c(cc2[nH]c1=O)OCO3 | -9% | 9% | 11% | 6% | 0% | 16
COC(=O)C1=C(c2ccc(F)cc2OCc2ccccc2)C[C@@H]2CC[C@H]1N2C(=O)NCc1ccccc1Br | 9% | -2% | u | x | -3% | -18
N#Cc1c(-c2cccc(Cl)c2)[nH]c(=S)[nH]c1=O | -10% | 103%[activator] | -14% | u | -3% | -15
COc1ccc(C(=O)Nc2ccccc2C(=O)N2CCOCC2)cc1OC | -4% | 5% | 5% | -3% | -3% | 58
O=C(Nc1ccccn1)c1cc(-c2ccc(Cl)s2)nc2ccccc12 | -10% | 16% | u | x | -1% | 0
CC(C)Oc1ccc(C(=O)Nc2nonc2-c2ccc(OC(C)C)cc2)cc1 | 23% | x | x | x | -1% | 62
Cc1nc2ccc(C(=O)c3ccccc3)cc2[nH]1 | -2% | 1% | u | -4% | 0% | 73
CCC(=O)CCC(=O)c1ccc2ccccc2c1 | -8% | 28% | -3% | 0% | -16% | 51
O=C(Nc1ccccc1Cl)NC1(C(=O)NCC2CCCO2)CCCCC1 (configuration not stated) | 0% | -2% | 13% | 8% | 2% | 30
CCN1CCN(C(=O)CN(C)S(=O)(=O)c2ccc3ccccc3c2)CC1 | 0% | 8% | 3% | 4% | 0% | -10
C#CCOCCOCCOCCNc1nc(N2CCN(C(=O)[C@H](CCCCN)n3cc(CN)nn3)CC2)nc(N2CCN(C(=O)[C@H](CO)n3cc([C@@H](N)C(C)C)nn3)CC2)n1 | x | 0% | 10% | x | x | 10
Cc1sc2ncnc(NCc3cccs3)c2c1C | -18% | 13% | 10µM* | 6% | 7% | -92*
Cc1cc([N+](=O)[O-])ccc1NC(=S)NC(=O)C(c1ccccc1)c1ccccc1 | u | 7% | u | 0% | 13% | -9
O=C1c2ccccc2C(O)N1c1ccccc1 (configuration not stated) | u | -24% | u | 4% | 3% | -9
O=C(O)CNC(=S)N(Cc1ccc(F)cc1)C1CCCCC1 | 0% | -7% | u | 16% | -1% | -21
CC(=O)c1cccc(NC(=S)NNC(=O)c2ccco2)c1 | 0% | 90%[activator] | 18% | 7% | x | -16
CCS(=O)(=O)c1ccc(-c2csc(-c3ccccc3Cl)n2)c(Cl)c1Cl | 3% | 2% | -12% | -6% | -2% | -14
CN(C)C(CNC(=O)C1CCN(S(=O)(=O)c2cccc(C(F)(F)F)c2)CC1)c1ccccc1 (configuration not stated) | -11% | 51%[activator] | -17% | 0% | -23% | 0
CN(Cc1cnn(-c2ccccc2)c1)C(=O)C1CCC(=O)N(C2CC2)C1 (configuration not stated) | 6% | 7% | 3% | 10% | -20% | 2
CCCCOc1ccc(-c2cc(C(F)(F)F)c(C#N)c(SCC(=O)O)n2)cc1 | -5% | -16% | 3% | 23% | -3% | -21

(next part)
Compound | AmpC inh detg | AMA1 RON2 block | HCV inh | Giardia FBPA inh | Sm TGR block | HCMV inh
O=C(CCCC(=O)N(CC(=O)NC1CCCCC1)CC1CCCO1)Nc1ccccn1 (configuration not stated) | -15% | -5% | -6%&13% | 6% | -16% | -14
CCOC(=O)[C@H]1[C@H]2COc3ccc(C)cc3[C@@H]2N2C(=O)CN(Cc3ccccc3)C(=O)[C@@]12C | -7% | -5% | -12% | x | 4% | 44
O=C(O)CCN1C(=O)/C(=C\c2cccc(Oc3ccccc3)c2)SC1=S | -3% | -3% | -8% | 19% | 1% | u
Cc1ccc(S(=O)(=O)NNC(=O)C2COc3ccccc3O2)cc1 (configuration not stated) | 4% | 9%[11.6 µM] | 11% | -1% | -1% | -14
Cc1ccc(NC(=O)C(=O)NCC2(c3ccccc3)CCCC2)cc1Cl | 28% | x | x | x | 7% | 11
Cc1cc(NC(=S)Nc2ccccc2)ccc1Br | u | 53%[activator] | -2% | x | -27% | 21
COc1ccc(C2N3CC(C)(C)CN23)cc1 (configuration not stated) | u | x | -1% | 0% | 2% | x
CC1CCCN(CC(O)COc2ccc(Cl)cc2)C1 (configuration not stated) | -8% | -5% | -24% | 7% | -19% | -17
COc1cc(OC)c(C2=NOC(C(=O)NCc3cccs3)C2)cc1Cl (configuration not stated) | -6% | -17% | u | 0% | 16% | u
CCN1C(=O)c2cccc3c(NC(=O)c4cccc(N5C(=O)CCC5=O)c4)ccc1c23 | -7% | 3% | -14% | -3% | -32% | 40
CCOc1ccc2nc(NC(=O)c3cccn(Cc4ccccc4)c3=O)sc2c1 | 1% | x | x | x | -2% | -5
COC(=O)/C(C#N)=C/c1cc(C)sc1C | -9% | -21% | -11% | 4% | 1% | 9
O=S(=O)(Nc1ccc2c(c1)nc1n2CCOC1)c1ccccc1 | 2% | 1% | 1% | -16% | -3% | -19
CCOC(=O)c1c(C)n(Cc2ccccc2)c2ccc(OCC(O)Cn3nc(C)nc3C)cc12 (configuration not stated) | u | 17% | u | -5% | -1% | 29
CCOC(=O)c1cnc(Cc2ccccc2)[nH]c1=O | u | 1% | -2% | u | 4% | -12
O=C(Nc1cc2c3c(c1)C1CCCC1CN3CC1CCCC21)c1ccccc1 (configuration not stated) | -9% | -29% | 16µM* | -13% | -10% | -69*
O=C(COc1ccc(S(=O)(=O)N2CCCCC2)cc1)N1CCCC1 | 0% | 2% | 5% | 0% | 23% | 9
COc1ccc(OC)c(/C=C/C(=O)OCC(=O)N2CCCCC2)c1 | x | 3% | 1% | x | x | -19
COc1cccc(N2CCN(C(=O)CN3CCSc4ccc(S(=O)(=O)N(C)C)cc43)CC2)c1 | -6% | x | x | x | 0% | 5
COc1ccc(-n2nc3cc(C)c(N)c(Br)c3n2)cc1 | -3% | -5% | u | 7.1µM* | 40µM* | 55

Single values from above.
HCV inh, Cc1ccc(S(=O)(=O)NNC(=O)C2COc3ccccc3O2)cc1 (configuration not stated) is entered as 11%
AMA1 RON2 block, COc1ccc(OC)c(/C=C/C(=O)OCC(=O)N2CCCCC2)c1 is entered as 3%
Sm TGR block, COc1cccc(N2CCN(C(=O)CN3CCSc4ccc(S(=O)(=O)N(C)C)cc43)CC2)c1 is entered as 0%

4 entries from above, with values under each structure.
Values in the order: AmpC inh detg	AMA1 RON2 block	HCV inh	Giardia FBPA inh	Sm TGR block	HCMV inh
COc1cccc(N2CCN(C(=O)CN3CCSc4ccc(S(=O)(=O)N(C)C)cc43)CC2)c1
 : -6%	x	x	x	0%	5
COc1ccc(-n2nc3cc(C)c(N)c(Br)c3n2)cc1
 : -3%	-5%	u	7.1µM*	40µM*	55
CC1CCCN(CC(O)COc2ccc(Cl)cc2)C1 (configuration not stated)
 : -8%	-5%	-24%	7%	-19%	-17
O=C(CCCC(=O)N(CC(=O)NC1CCCCC1)CC1CCCO1)Nc1ccccn1 (configuration not stated)
 : -15%	-5%	-6%&13%	6%	-16%	-14

(more compounds)
Compound | AmpC inh detg | AMA1 RON2 block | HCV inh | Giardia FBPA inh | Sm TGR block | HCMV inh
CC(=O)Nc1cc2c(cc1Cl)-c1ccc(F)cc1C2O (configuration not stated) | x | 18% | -1% | x | x | 80
Cn1c2ccccc2c2cnn(CC(=O)NCCCN3CCN(c4ccccc4F)CC3)c(=O)c21 | 0%&-1% | 7% | 10µM* | x | 4%&0% | -15&-4
OC(COCc1ccccc1)CN1CCc2ccccc2C1 (configuration not stated) | -4% | -2% | -11% | -12% | 1% | 9
CCOc1ccc(OCC(O)CN2CCN(S(=O)(=O)c3cccc(C(F)(F)F)c3)CC2)cc1 (configuration not stated) | -6% | -23% | u | u | 6% | -28
OC12Oc3ccccc3C=C1N1CCC2CC1 (configuration not stated) | -14% | -2% | 1% | -2% | 2% | 12
Cn1ccc(=NC=C(C#N)C#N)c2ccccc21 | -1% | -5% | -13% | -3% | -11% | u
CSc1ncccc1C(=O)NCC(c1ccco1)N1CCCCC1 (configuration not stated) | x | 12%[11.6 µM] | 13% | x | x | -4
Brc1ccc(-c2c[n+]3c(n2-c2ccccc2)SCC3)cc1 | 2% | -3% | -15% | 7% | u | -73*
CCCc1cc(=O)[nH]c(SCC(=O)N2c3ccccc3CC2C)n1 (configuration not stated) | x | -5% | 13% | x | x | 0
COc1ccc(/C=N/NC(=O)c2ccn[nH]2)cc1CSc1ccccn1 | 3% | 73%[activator] | 0% | -3% | 7% | -34
Fc1ccc(C2CC(c3cccs3)=NN2C(=S)Nc2ccccc2)cc1 (configuration not stated) | u | u | -7% | -9% | -12% | -10
Cc1ccc(/C=N\NC(=O)c2cc([N+](=O)[O-])cc([N+](=O)[O-])c2)o1 | u | 41%[activator] | 0% | -14% | 5% | 35
CCOC(=O)N1CCN(CC(O)COc2ccccc2C(C)(C)C)CC1 (configuration not stated) | u | -10% | 26% | -23% | -8% | -2
Cc1cccc(C2=NN(c3ccccc3)[C@H](CO)[C@H]2c2ccc(Cl)cc2)c1 | x | 98%[activator] | u | -10%[89.2 µM] | x | -7
COc1ccc(N2CCN(C(=O)c3ccc(NS(=O)(=O)c4cccc(F)c4)cc3)CC2)cc1 | u | -22% | -8% | -9% | 2% | 7
CC(C)n1c(=O)n(CC(=O)NCC2CCCO2)c(=O)c2c3c(sc21)COC(C)(C)C3 (configuration not stated) | 1% | -2% | 9% | x | 3% | 3
O=C(CCNC(=O)c1ccc(Br)o1)NCc1ccccc1Cl | u | -5% | -6% | -8% | 9% | 19
CCOC(=O)N1CCC(N(CCN(C)C)C(=S)Nc2cc(Cl)ccc2C)CC1 | -4% | -4% | u | u | -4% | -17
CC(=O)Nc1ccc(NC(=O)C(C)OC(=O)c2ccc(N(C)C)cc2)cc1 (configuration not stated) | u | -7% | 3% | -1% | -3% | -4
COc1cc(NC(=O)Cn2c(=O)n(C(C)C)c(=O)c3oc4ccccc4c32)cc(OC)c1 | -12% | x | x | x | -1% | -22

The results go on.
Compound | AmpC inh detg | AMA1 RON2 block | HCV inh | Giardia FBPA inh | Sm TGR block | HCMV inh
O=C(c1ccco1)N(Cc1ccc([N+](=O)[O-])cc1)c1ccc(Cl)cc1 | -9% | -14% | 4% | 19% | 4% | 3
COC(CNC(=O)c1ccc2nc(-c3cccs3)c(-c3cccs3)nc2c1)OC | -2% | -13% | u | -7% | 4% | -10
O=C1c2ccccc2S(=O)(=O)c2cc(C(=O)N3CCC(O)CC3)ccc21 | x | -5% | 14% | x | x | 11
CC(C)CN(C(=O)c1ccc(C(F)(F)F)cc1)c1c(N)n(CC(C)C)c(=O)[nH]c1=O | -9% | -8% | 5% | -6% | 1% | 111
COc1ccc(NC(=O)c2cn(-c3ccccc3)nc2-c2cc3ccccc3o2)cc1 | 0% | -2% | -19% | -2% | 8% | u
O=c1[nH]c2ccccc2n1CCCN1CCCCC1 | 2% | -4% | 5% | -10% | -2% | 7
COc1cccc(Nc2nc(Nc3ccc(Cl)c(C(=O)O)c3)nc(C)c2[N+](=O)[O-])c1 | -9% | -9% | 13% | x | -11% | 0
